V-ATPase pH: yeast V-ATPase proton transport regulation by pHLuorin. S. cerevisiae, pHLuorin cytosolic pH fluorescence. response, % at 10 µM. hit rate 0.37% among 350,000; in the data active = response mostly above about 7.3%, no sharp cut-off; inactive = mostly below about 5.4%; also: actives read high; inactives centre near 0; some compounds called inactive have numbers as strong as hits; reference of the scale not given here
DSG3 Ab inh: blocks pemphigus antibody binding to human desmoglein-3; P32926; DSG3-coupled beads, scFv-anti-DSG3-GFP binding, flow cytometry; stronger effect = lower value; binding (percent of control), % at 10 µM; hit rate 0.48% among 310,000;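 active = binding more than 3 SD below its plate's average and above zero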; also: some compounds called inactive have numbers as strong as hits
Target sequence (P32926 whole entry, looked up): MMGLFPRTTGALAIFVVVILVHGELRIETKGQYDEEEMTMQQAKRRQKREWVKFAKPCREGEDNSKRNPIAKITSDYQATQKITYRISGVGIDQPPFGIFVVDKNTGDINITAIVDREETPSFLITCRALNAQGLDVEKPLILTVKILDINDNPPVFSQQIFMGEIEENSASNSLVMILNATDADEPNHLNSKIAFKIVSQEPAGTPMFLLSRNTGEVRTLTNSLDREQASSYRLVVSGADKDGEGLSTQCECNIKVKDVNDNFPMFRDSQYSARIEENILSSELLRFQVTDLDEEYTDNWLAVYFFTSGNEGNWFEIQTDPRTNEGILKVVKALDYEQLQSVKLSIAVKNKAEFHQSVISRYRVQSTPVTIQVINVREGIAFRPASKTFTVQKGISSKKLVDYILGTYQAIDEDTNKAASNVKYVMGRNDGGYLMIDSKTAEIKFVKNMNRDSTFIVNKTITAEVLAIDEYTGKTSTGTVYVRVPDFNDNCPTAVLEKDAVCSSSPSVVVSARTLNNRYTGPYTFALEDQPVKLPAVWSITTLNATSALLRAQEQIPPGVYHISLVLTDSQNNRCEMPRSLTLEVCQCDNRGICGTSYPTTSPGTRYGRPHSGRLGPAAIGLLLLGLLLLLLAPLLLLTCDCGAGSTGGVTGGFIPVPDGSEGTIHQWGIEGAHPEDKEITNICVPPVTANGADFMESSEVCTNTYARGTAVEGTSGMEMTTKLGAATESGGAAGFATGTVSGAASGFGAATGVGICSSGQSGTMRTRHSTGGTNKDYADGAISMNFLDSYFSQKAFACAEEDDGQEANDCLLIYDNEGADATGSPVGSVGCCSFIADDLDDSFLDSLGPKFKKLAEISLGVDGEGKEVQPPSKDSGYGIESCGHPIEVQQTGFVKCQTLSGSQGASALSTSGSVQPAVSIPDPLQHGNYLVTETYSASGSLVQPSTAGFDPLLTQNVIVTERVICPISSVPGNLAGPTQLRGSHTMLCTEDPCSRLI
OPRM1-OPRD1 ag: OPRM1-OPRD1 heterodimerization agonism. P35372+P41143. cells, luminescence. activation, % at 9.3 µM. hit rate 0.3% among 340,000; in the data active = activation above about 18%;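 also: 0% = vehicle-treated cells and 100% = reference agonist; values of inactives mirror those of a sister screen read the other way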
PKA-R1A activ: activators of PKA-R1A complex; P00514+P68181; PKA-R1A dissociation, Cy5-IP20 fluorescence polarization; scaled: DMSO 0%, 113 µM cGMP 100%; activation, % at 11.4 µM; hit rate 0.083% among 340,000; AID 504707;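 active = percent activation above the mean of all tested compounds plus 3 SD, cut at about 19% in these data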;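 also: higher means more PKAc released from R1A so a rise in polarization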
MOR-DOR inv ag: inverse agonist of human OPRM1-OPRD1 heterodimerization | inhibition, % at 9.3 µM | hit rate 0.21% among 340,000 | P35372+P41143 | cell-based MOR-DOR heterodimer luminescence, inverse agonism | AID 504357; in the data active = inhibition above about 22%, passing the limit was not always enough;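 also: 0% = cells with DMSO and 100% = wells without cells with DMSO; values of inactives mirror those of a sister screen read the other way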
Arrestin-AP2 inh: blocks beta-arrestin peptide binding to AP2 adaptin | FITC-arrestin peptide / GST-AP2 beads, flow cytometry; AP2 beta2 appendage carries R879A mutation | inhibition, % at 10 µM | hit rate 0.31% among 340,000 | AID 504490;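 active = inhibition above a set limit, near 3 SD of compounds lacking own fluorescence, cut at about 54% in these data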;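 also: plate controls were DMSO wells for no effect and 5 µM unlabelled arrestin peptide for full effect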
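test system = AP2 appendage R879A on GSH beads | buffer or medium = PBS plus Tween 20 (0.05%) and BSA (0.1%) | incubation = 12 min plus 1 h, RT | detection = bead flow cytometry, FITC channel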
HTR5A inv ag: counter-screen for OPRM1-OPRD1 inverse agonists: human HTR5A inverse agonism | AID 504634 | hit rate 0.083% among 340,000 | inhibition, % at 9.3 µM | HTR5A cell line, luminescence | P47898; in the data active = inhibition mostly above about 23%, no sharp cut-off; inactive = mostly below about 18%;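 also: 0% = cells with DMSO and 100% = no-cell wells with DMSO; some compounds called inactive have numbers as strong as hits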
HTR5A ag ctr: HTR5A agonism, opioid heterodimer counter-screen | activation, % at 9.3 µM | hit rate 0.61% among 340,000 | HTR5A agonist assay, luminescence, cell-based | P47898; in the data active = activation mostly above about 9.5%, no sharp cut-off; inactive = mostly below about 7.6%;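 also: 0% = cells with vehicle only and 100% = reference agonist; strong numbers were not always called active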
PKA-R2B act: PKA-R2B complex activation. activation, % at 11.4 µM. AID 504700. hit rate 0.079% among 340,000. P22694+P31323. PKA-R2B holoenzyme dissociation, Cy5-IP20 fluorescence polarization; R2B truncated from residue 108, S112A mutant; 0% DMSO only, 100% 113 µM cGMP;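 active = activation above a cutoff set at the mean over all compounds plus 3 SD, cut at about 18% in these data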;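 also: higher means more holoenzyme dissociation and a rise in polarization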
DAGLB inh: blocks human DAGLB lipase activity | Q8NCG7 | HEK293T DAGLB membrane lysate, EnzChek fluorogenic substrate | inhibition, % at 5.17 µM | hit rate 0.059% among 340,000 | AID 504411; in the data active = inhibition above about 34%;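 also: 0% = enzyme with vehicle and 100% = wells lacking enzyme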
Starred values were filed as active, the others as inactive; . = no result given.

SMILES | V-ATPase pH | DSG3 Ab inh | OPRM1-OPRD1 ag | PKA-R1A activ | MOR-DOR inv ag | Arrestin-AP2 inh | HTR5A inv ag | HTR5A ag ctr | PKA-R2B act | DAGLB inh
C[C@H](NC(=O)c1ccccc1Cl)C(=O)OCCOc1ccc(Cl)cc1 | 2 | 91 | 0.0 | -7 | 0 | -12 | 2 | 10 | 11 | -2
C[C@@H]1Cn2cnc(C(=O)N[C@@H](C)C(=O)OC(C)(C)C)c2C(=O)N1 | 2 | . | . | -2 | . | . | . | . | -14 | 1
CCOC(=O)C1(Cc2cccc(Cl)c2)CCCN(C(=O)c2cc(C(C)C)nn2C)C1 (configuration not stated) | -5 | 101 | -2.4 | -4 | 12 | -7 | -14 | 0 | -13 | -2
Cc1ccc(C2=NN(CC(=O)NCc3ccccn3)C(=O)CC2)cc1 | 1 | 100 | -1.2 | -2 | 7 | 16 | -7 | 2 | 9 | 0
Cc1ccc2c(CN(C)Cc3cccc(F)c3)cc(=O)oc2c1 | -3 | 96 | 4.2 | 4 | -24 | -4 | -7 | 2 | -3 | -7
CCc1c(Nc2ccccc2C)nc(N)[nH]c1=O | -2 | 94 | 0.0 | 11 | 0 | -1 | -2 | 1 | 6 | 0
O=C(NCCCN1CCCC1=O)C(=O)NCC1OCCN1S(=O)(=O)c1ccc(Br)cc1 (configuration not stated) | 0 | 103 | -4.2 | 7 | 21 | 15 | -2 | 1 | -3 | -1
COc1ccc2[nH]c3c(c2c1)CCN1C(=O)C(CC(=O)NCc2ccco2)C[C@H](C(=O)N2CCCCC2)[C@@]31C (some centres not stated) | 0 | 96 | -2.5 | -3 | 12 | -13 | -1 | 0 | -2 | 1
CN(C)S(=O)(=O)c1cccc(NC(=O)CSc2ncnc3ccccc23)c1 | -4 | 109 | -0.8 | -3 | 4 | 1 | -22 | 2 | 3 | 0
COc1ccccc1N1CCN(/N=C/c2cc(Br)ccc2F)CC1 | -1 | 109 | -1.0 | -7 | 5 | 19 | -18 | 6 | -2 | -7
O=C(C[C@H]1C/C=C\CC[C@@H](Cc2ccc(F)cc2)C(=O)OC[C@H]2CCCN2C1=O)NCCO | 2 | 105 | -1.4 | -9 | 9 | -3 | -14 | 2 | -9 | 0
C[C@@H]1NS(=O)(=O)[C@H]2C[C@@H]3C=C[C@]2(O3)[C@H]1OC(=O)c1ccc(C(C)(C)C)cc1 | -2 | 103 | 2.5 | -3 | -14 | -6 | 7 | -3 | -1 | 2
Cc1ccc(CO/N=C/c2c(O)cc(C)oc2=O)cc1 | 1 | 83 | -3.3 | -1 | 17 | -11 | -4 | 2 | 3 | -2
CCc1ccc(C(C)NC(=S)NC2CCCCC2)cc1 (configuration not stated) | 2 | 109 | 5.3 | 7 | -22 | -9 | 15 | -6 | -1 | -6
CCN(CC(=O)Nc1c(F)cccc1F)C(=O)CNC(=O)c1ccco1 | -4 | 109 | -0.1 | -9 | 1 | 23 | -6 | 0 | 12 | -1
CC(C)(C)OC(=O)NCCCC[C@H](NC(=O)c1nc[nH]c1C(=O)N[C@@H](CCCCNC(=O)OC(C)(C)C)C(=O)OC(C)(C)C)C(=O)OC(C)(C)C | -3 | 102 | -3.0 | -10 | 14 | 0 | -4 | 0 | -17 | -6
CSCC[C@H](N)C(=O)NCC1CCC(C(=O)Nc2ccc3c(c2)OCO3)CC1 (some centres not stated) | -2 | 97 | -2.1 | 5 | 11 | 5 | -25 | 2 | 3 | -2
C=CCC[C@H](Cc1ccc(F)cc1)C(=O)OC[C@@H](Cc1c[nH]c2ccccc12)NC(=O)[C@@H](CC=C)CC(=O)NCCO | -1 | 108 | -0.8 | -8 | 5 | 11 | -13 | -3 | -10 | 0
CC(C)c1ccc(C(=O)Nc2nnc(S(=O)(=O)N3CCOCC3)s2)cc1 | 7 | 98 | -3.2 | -6 | 16 | 5 | 28 | -3 | 0 | 4
Cc1ccc(NC(=O)N2CCc3ccccc3C2)cc1C | 1 | 101 | 0.5 | -6 | -2 | 1 | -13 | -2 | 5 | -2
Cc1ccc(N2C(N)=C(C#N)C(c3cc(CN4CCOCC4)cs3)C3=C2CC(C)(C)CC3=O)cc1 (configuration not stated) | 2 | 110 | -0.2 | -6 | 1 | 2 | -2 | 1 | -2 | 0
N#Cc1c(N)nc2c(c1N)CC(=O)N2c1ccccc1-c1ccccc1 | -1 | . | -1.2 | -3 | 5 | -8 | -10 | 4 | 5 | -2
CCOC(=O)C1=c2/c(=C/c3ccncc3)c(N)c(C(=O)OC)n2C(=O)C(c2ccncc2)S1 (configuration not stated) | -1 | 106 | -3.0 | 2 | 14 | -17 | 13 | -5 | 2 | 4

Exported as tab-separated lines: part of the list above.
Compound	V-ATPase pH	DSG3 Ab inh	OPRM1-OPRD1 ag	PKA-R1A activ	MOR-DOR inv ag	Arrestin-AP2 inh	HTR5A inv ag	HTR5A ag ctr	PKA-R2B act	DAGLB inh
CCc1c(Nc2ccccc2C)nc(N)[nH]c1=O	-2	94	0.0	11	0	-1	-2	1	6	0
O=C(NCCCN1CCCC1=O)C(=O)NCC1OCCN1S(=O)(=O)c1ccc(Br)cc1 (configuration not stated)	0	103	-4.2	7	21	15	-2	1	-3	-1
COc1ccc2[nH]c3c(c2c1)CCN1C(=O)C(CC(=O)NCc2ccco2)C[C@H](C(=O)N2CCCCC2)[C@@]31C (some centres not stated)	0	96	-2.5	-3	12	-13	-1	0	-2	1
CN(C)S(=O)(=O)c1cccc(NC(=O)CSc2ncnc3ccccc23)c1	-4	109	-0.8	-3	4	1	-22	2	3	0
COc1ccccc1N1CCN(/N=C/c2cc(Br)ccc2F)CC1	-1	109	-1.0	-7	5	19	-18	6	-2	-7
